Screens (PubChem)
ELG1 genotox: genotoxicity induction in ELG1-luciferase HEK293T cells; HEK293T ELG1-luciferase reporter, luminescence, 16 h; Potency, µM (titrated, usually from 46 µM), for inactives: at the highest dose activity change, positive = activation, actives largely listed as activators; 330,000 tested, 1.3% active; also: % of control where 0% means no effect; nearly all actives have a fitted effect of over 60% in size
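ELG1-luciferase HEK293T cells, 2,000/well; compound pinned in; 16 hr, 37 °C, 5% CO2; ONE-Glo, 30 min RT; luminescence on CCD imager.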
p53 reactivator: mutant p53 re-activation in reporter cells. Potency, µM (top dose mostly 92.2 µM), without a hit: top-dose activity change, positive = activation, hits mostly activators. 320,000 tested, 0.063% active. H1299 p53-A138V BP100-luciferase reporter, luminescence, 24 h; also: % of control where 0% means no effect; nearly all actives have a fitted effect of over 45% in size
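H1299 (p53-null), stable ts p53-A138V + BP100-Luc; 1000 cells/well, Opti-MEM/10% FBS; cpd 4 pt, 1:5; 24 h, 37 deg C, 5% CO2; detection reagent 10 min RT; luminescence.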
MBNL1-CUG inh: MBNL1-poly(CUG) RNA binding inhibition; AID 2675; TR-FRET MBNL1-His/biotin-(CUG)12 binding, 665/545 ratio; Q9NR56; 280,000 tested, 0.036% active; Potency, µM (series often up to 57.5 µM), for inactives: at the top dose activity change, negative = inhibition, usual class: inhibitors; active = well fitted inhibition curve with a large enough effect in the signal ratio, with a control signal flat, not every such curve was filed as active; inconclusive = small, poorly fitted or top-dose-only effect, or effect the other way, or a change in a side signal; inactive = no such curve, though single readings can be large or run the other way; the % refers to the signal ratio; also: % is scaled to controls: 0 for no effect and ±100 for the full control effect
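TR-FRET readout: Ex 340 nm, 665/545 nm emission ratio, normalized to buffer-only (basal) and MBNL1-(CUG)12 controls. Complex of MBNL1-His with Biotin-(CUG)12, compounds 92 nM–58 uM, incubated 60 min at room temperature.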
BRCA1 expr act: activators of BRCA1 expression; MCF7-BRCA1-FFLuc reporter, luminescence, 48 h; response scale: scaled: vehicle 0%, 10 µM genistein 100%; Potency, µM (titrated, usually from 46.1 µM), for the others: at the highest dose activation, actives largely listed as activators; 380,000 tested, 1.1% active; also: nearly all actives have a fitted effect of over 80% in size; some results filed as inactive show a strong effect at the top dose
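Luminescence from a BRCA1-driven firefly luciferase in MCF7 cells was read after 48 h compound exposure at 37 C. Data normalized against DMSO and a 10microM genistein activation control, then curve-fitted across the titration.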
Gal4-VP16 FLuc: counter-screen for ROR gamma inhibitors: Gal4-VP16 reporter. Drosophila S2 Gal4-VP16 UAS-luciferase, luminescence, 20 h. Potency, µM (doses to about 53.6 µM), without a hit: top-dose activity, negative = inhibition, most hits filed as inhibitors. 310,000 tested, 3.5% active. AID 2546;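 also: Gal4-VP16 expression switched on by copper sulfate through the metallothionein promoter; % is scaled to controls: 0 for no effect and ±100 for the full control effect; nearly all actives have a fitted effect of over 50% in size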
RORg inh: ROR gamma (mouse) transcription inhibition; AID 2551; P51450; Drosophila S2 Gal4-RORgamma UAS-luciferase reporter, 20 h; Potency, µM (series often up to 53.6 µM), inactives show at the top dose activity change, negative = inhibition, actives largely listed as inhibitors; 310,000 tested, 5.4% active; also: % is scaled to controls: 0 for no effect and ±100 for the full control effect; nearly all actives have a fitted effect of over 60% in size
Target sequence (P51450 whole entry, looked up, the tested form may be a part): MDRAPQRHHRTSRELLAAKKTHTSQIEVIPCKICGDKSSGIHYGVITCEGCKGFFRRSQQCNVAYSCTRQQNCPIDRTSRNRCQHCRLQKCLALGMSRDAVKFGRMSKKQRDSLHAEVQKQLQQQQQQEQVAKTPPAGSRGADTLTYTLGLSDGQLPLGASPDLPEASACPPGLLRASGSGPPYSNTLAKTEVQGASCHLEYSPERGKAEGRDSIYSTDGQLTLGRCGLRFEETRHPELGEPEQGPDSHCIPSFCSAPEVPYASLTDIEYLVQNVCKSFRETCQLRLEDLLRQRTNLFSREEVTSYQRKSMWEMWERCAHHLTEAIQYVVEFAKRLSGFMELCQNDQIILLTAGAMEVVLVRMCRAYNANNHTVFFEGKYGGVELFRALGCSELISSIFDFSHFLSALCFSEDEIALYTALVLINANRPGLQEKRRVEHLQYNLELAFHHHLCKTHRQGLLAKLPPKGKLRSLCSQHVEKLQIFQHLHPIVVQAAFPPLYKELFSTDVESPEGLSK
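Using a luciferase readout, inhibitors were identified by reduced reporter activity in Drosophila cells coexpressing a copper-inducible Gal4–ROR gamma fusion and UAS-driven Photinus luciferase, incubated 20 hr after 700 uM copper sulfate.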
Rab9 prom act: Rab9 promoter activation; Huh7 Rab9 promoter-luciferase reporter, luminescence, 24 h; Potency, µM (highest dose often 9.22 µM), inactives show top-dose activation, negative = inhibition, usual class: activators; 320,000 tested, 2.8% active; AID 485297; also: % of control where 0% means no effect; nearly all actives have a fitted effect of over 60% in size
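Luciferase signal after 10 min detection reagent at ambient indicates Rab9 promoter upregulation; stably transfected Huh7 cells were treated 24 h with compound in DMSO at 37 °C, 5% CO2.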
uPA generation: blocks generation of uPA at the cell surface; cell surface uPA generation assay, qHTS; Potency, µM (top dose mostly 38.3 µM), for the others: at the top dose activity change, negative = inhibition, hits mostly inhibitors; 330,000 tested, 0.31% active; active = well fitted inhibition curve with a large enough effect; inconclusive = small, poorly fitted or top-dose-only effect; inactive = no such curve, though single readings can be large or run the other way; tested in mouse RAW 264.7 cells; also: % is scaled to controls: 0 for no effect and ±100 for the full control effect; nearly all actives have a fitted effect of over 55% in size
NPC1 promoter act: activators of NPC1 promoter; Huh7 NPC1 promoter luciferase reporter, 24 h; Potency, µM (highest dose often 9.22 µM), for inactives: top-dose activation, hits mostly activators; 320,000 tested, 2.4% active;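 also: % of control where 0% means no effect; nearly all actives have a fitted effect of over 60% in size; reporter is driven by a mutant NPC1 promoter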
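Stable NPC1-promoter luciferase Huh7 line; cpd (DMSO) 24 h, 37 °C, 5% CO2; Amplite luciferase reagent 10 min RT; luminescence readout. qHTS format.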
FLuc counter: firefly luciferase modulation, counter-screen for miR-21 project; Potency, µM (titrated, usually from 57.5 µM), inactives show at the highest dose activity change, negative = inhibition, most hits filed as inhibitors; 360,000 tested, 6.9% active; AID 588342; purified FLuc, Km substrates, luminescence inhibition; P08659;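 also: plate controls were vehicle for no effect and reference inhibitor for full effect; nearly all actives have a fitted effect of over 55% in size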
Target sequence (P08659 whole entry, looked up): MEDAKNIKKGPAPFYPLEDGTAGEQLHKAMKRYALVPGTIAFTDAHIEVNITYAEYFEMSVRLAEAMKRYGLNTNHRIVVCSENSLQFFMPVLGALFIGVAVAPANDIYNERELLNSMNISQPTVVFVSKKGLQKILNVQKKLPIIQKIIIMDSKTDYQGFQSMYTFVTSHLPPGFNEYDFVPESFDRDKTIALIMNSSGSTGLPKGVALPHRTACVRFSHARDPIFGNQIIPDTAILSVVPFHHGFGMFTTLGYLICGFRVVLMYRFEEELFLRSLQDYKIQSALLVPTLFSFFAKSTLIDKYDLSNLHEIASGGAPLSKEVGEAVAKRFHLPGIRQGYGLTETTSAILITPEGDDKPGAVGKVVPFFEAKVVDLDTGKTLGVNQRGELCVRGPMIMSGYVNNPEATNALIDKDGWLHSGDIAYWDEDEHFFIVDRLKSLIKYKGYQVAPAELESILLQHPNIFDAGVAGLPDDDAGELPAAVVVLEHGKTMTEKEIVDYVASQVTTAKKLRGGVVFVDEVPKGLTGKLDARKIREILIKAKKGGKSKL
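Purified P. pyralis luciferase, 10 nM final, with Km-level 10 uM D-luciferin and 10 uM ATP in 50 mM Tris acetate pH 7.5, 10 mM Mg acetate, 0.01% Tween-20, 0.05% BSA; 6-point qHTS titration about 60 µM downward; luminescence read.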
* hit, by the source's call; ? = inconclusive; nt = no result given; [ ] = remark or other dose. Unless noted, calls follow the shape of the dose curve; as a rule, active = well fitted curve in the direction sought with a large enough effect; inconclusive = small, poorly fitted or top-dose-only effect, or another doubt; inactive = no such curve, though single readings can be large; an effect the other way counts as inactive or inconclusive. Potency is read from the fitted curve at half-maximal effect.

SMILES | ELG1 genotox | p53 reactivator | MBNL1-CUG inh | BRCA1 expr act | Gal4-VP16 FLuc | RORg inh | Rab9 prom act | uPA generation | NPC1 promoter act | FLuc counter
CC1(C)N=C(N)N=C(N)N1c1ccc(F)cc1F | 3% | -3% | -10% | -24% | -3% | -8% | 8% | -8% | 0% | 0%
CC1=CC(C)(C)N(C(=O)CCl)c2ccccc21 | 1% | -1% | ? | -17% | -4% | 1% | 12% | ? | 3% | -11%
CC(C)c1ccc(NC(=O)c2n[nH]c(=O)c3ccccc23)cc1 | ? | 4% | 3% | 72% | 26% | 14% | 1.6µM* | 2% | ? | -1%
COC(=O)c1ccc(OCC(=O)c2ccccc2OC)cc1 | 15% | 4% | -3% | 13% | -29% | 8% | 26% | 2% | 13% | ?
O=C(Nc1ccccc1C(=O)O)c1cc(S(=O)(=O)NCc2ccccc2)ccc1Cl | -8% | 2% | 0% | -7% | 1% | 13% | 1% | 0% | -4% | 4%
Cc1cc(C(F)(F)F)c(C#N)c(Sc2ccccc2)n1 | -1% | -4% | -5% | 1% | 1% | -17% | 2% | 9% | -7% | 11%
C/C(=N\NC(=O)COc1cccc(Cl)c1)c1ccc2c(c1)OCCO2 | -5% | 1% | -9% | 38% | -1% | 27% | -3% | 2% | -1% | -4%
O=C(/C=C/c1cccs1)c1ccc(NC(=O)c2ccccc2F)cc1 | 22% | ? | 97%[activator] | 89% | 0% | 15% | 20% | 1% | 12% | 3µM*
Cc1[nH]c2c(C)cccc2c(=O)c1CN1CCCCCC1 | -1% | -3% | -4% | -18% | 8% | -18% | 0% | -2% | 0% | 0%
Nc1nnc(SCCN2C(=O)c3ccccc3C2=O)s1 | 0% | 0% | 13% | 0% | 4% | 5% | 0% | nt | 1% | 0%
COc1ccc(C(=O)Nc2nc3nccc(-c4ccccc4)n3n2)cc1 | -3% | 3% | 12% | 35% | -8% | -10% | 1% | -8% | -3% | 9.5µM*
COc1ccc(/C=C2\N=C(SC)SC2=O)cc1OC | -1% | -1% | 6% | -14% | -18% | -15% | -1% | -7% | 1% | 1%
CC1CCCC(NC(=O)COC(=O)/C=C/c2ccco2)C1C (stereo unspecified) | 0% | 15% | nt | -5% | nt | nt | 0% | -29% | -2% | 1%
COc1ccc(/C=C2\SC(=S)N(CCC(=O)N3CCCCC3CCO)C2=O)cc1 (stereo unspecified) | -9% | -11% | ? | -47% | -4% | -17% | -6% | -17% | -1% | ?
COC(=O)c1c(F)c(F)c(NCCO)c(F)c1F | -2% | -2% | -12% | 4% | -5% | 7% | 3% | 3% | 6% | 0%
O=C(NNC(=O)c1ccccc1F)c1cccc(Cl)c1 | ? | 29% | 2% | 76% | -1% | 0% | ? | nt | 26% | ?
CCCn1c(N)c(N(CCOC)C(=O)c2ccc(C#N)cc2)c(=O)[nH]c1=O | 4% | -1% | -5% | -14% | 11% | -8% | -1% | 2% | 1% | 1%
CC(CC(=O)NNC(=O)c1ccncc1)c1ccccc1 (stereo unspecified) | 0% | 5% | nt | -2% | nt | nt | 6% | 7% | 0% | -1%
Cc1ccccc1NS(=O)(=O)c1cc(S(C)(=O)=O)ccc1C | 0% | -1% | nt | 18% | -13% | 0% | -3% | 3% | 1% | -1%
Cc1ccc(NC2CCCN(C(=O)CCC3(C)CC3)C2)cc1C (stereo unspecified) | 2% | 1% | -4% | -5% | 2% | 37% | -4% | 1% | 1% | 1%
O=C(Nn1cnnc1)c1cc(Cl)ccc1Cl | 0% | nt | 4% | 0% | -13% | -18% | -1% | 0% | -1% | 5%
COc1ccc(OC)c(CN2CCCC(CO)C2)c1 (stereo unspecified) | 2% | -2% | -9% | 8% | 2% | -34% | -12% | 6% | 0% | 1%
CC(Sc1ccccc1F)C(=O)Nc1ccc2c(c1)OCCO2 (stereo unspecified) | ? | ? | nt | 11µM* | nt | nt | nt | -2% | nt | nt
O=C(c1ccccc1)c1ccccn1 | -1% | -2% | 11% | 12% | -3% | -14% | 0% | -1% | 2% | -3%
CCn1nc(C(=O)OCC(=O)c2c[nH]c3ccccc23)c2ccccc2c1=O | 3% | -11% | 8% | -42% | -13% | 14% | 1% | 1% | 5% | 24µM*
COc1ccc(S(=O)(=O)Nc2cccc3c2O[C@H](CN(C)S(=O)(=O)c2ccc(F)cc2)[C@H](C)CN([C@H](C)CO)C3=O)cc1 | 1% | 2% | nt | -19% | nt | nt | nt | -1% | nt | nt
CC1CCc2c(C(=O)NCC3CCCO3)csc2C1 (stereo unspecified) | 12% | 5% | -4% | 11µM* | 4% | 0% | 27% | -5% | ? | ?
Cc1ccc2[nH]cc(CCNC(=O)C3CCCO3)c2c1 (stereo unspecified) | -3% | ? | -6% | 27% | 0% | -3% | 0% | -7% | -10% | 0%
Cc1cccn2c(=O)c3cc(C(=O)NC4CCCCC4)sc3nc12 | 0% | -6% | 17% | 1% | -1% | 13% | -1% | 1% | 5% | 0%
CCOc1ccc(C(=O)COC(=O)C2CCN(c3ccc(C(F)(F)F)cn3)CC2)cc1 | 29% | 3% | nt | 17% | nt | nt | -3% | -1% | 1% | -13%
O=S(=O)(NCc1ccccn1)c1ccccc1 | -2% | -1% | -4% | 1% | -2% | -32% | 1% | -3% | -1% | 0%
CC(C)N1CCN(Cc2ccncc2)CC1CCO (stereo unspecified) | 3% | 4% | -5% | -4% | 2% | 0% | -9% | 16% | 0% | -1%
CCC(C)Sc1ccc([C@H]2N[C@@](CC(C)C)(C(=O)OC)[C@H]3C(=O)N(CC)C(=O)[C@@H]23)cc1 (stereo partly specified) | -1% | 4% | nt | -21% | nt | nt | 2% | 0% | 2% | 4%
CCn1c(CSc2ncccn2)nnc1SCC(=O)N1CCCCC1 | 0% | 3% | 5% | -1% | 17% | 1% | -4% | 2% | -4% | -1%
CC1C(c2ccccc2)N(C)C(c2ccccc2)C(C)C1(O)C#Cc1ccccc1 (stereo unspecified) | -3% | 6% | -23% | nt | ? | 16µM* | 0% | 1% | -2% | 0%
O=c1[nH]c2ccc(S(=O)(=O)Nc3ccc(-c4nnc5n4CCCCC5)cc3)cc2o1 | -1% | 3% | -3% | 7% | -1% | 12% | -1% | 0% | -8% | 7%
O=C(Nc1ccc2c(c1)C(=O)OC2)c1ccc(F)cc1F | 9% | 5% | nt | 56% | -19% | 1% | 18% | -8% | 14% | -17%
COc1ccc(C(=O)NCCS(=O)(=O)N(C)Cc2ccccc2)cc1 | -3% | 4% | nt | -17% | nt | nt | -5% | 2% | -1% | 5%
COc1ccc(NCc2cc(=O)oc3cc(NC(C)=O)ccc23)cc1 | 9% | 1% | -5% | 5% | -18% | -3% | -7%[1.84 µM] | 5% | -9% | 4%
CCOC(=O)C1=CSC2=NS(=O)(=O)CCN12 | 1% | -3% | -6% | 18% | 1% | -6% | -3% | 6% | -2% | 0%
CC(/C=C1\SC(=S)N(C(C(=O)O)C(C)C)C1=O)=C\c1ccccc1 (stereo unspecified) | -1% | 6% | 0% | 31% | -4% | 9% | -13% | 4% | 3% | ?
CCOC(=O)C1CCN(C(=O)N2CCOCC2)CC1 | -1% | -2% | -3% | -13% | -8% | 0% | -2% | 4% | 0% | 4%
COc1ccc(OC)c(NC(=O)Cc2coc3cc(C)cc(C)c23)c1 | -5% | -2% | 1% | -1% | -10% | 12% | -4% | nt | 2% | -1%
c1cc(-c2sc(-c3ccncc3)c(-c3ccncc3)c2-c2ccncc2)ccn1 | -13% | -5% | ? | -18% | -17% | -31% | 1% | 10% | -10% | -9%
C[C@@]12C(=O)N(Cc3ccco3)CC(=O)N1[C@H]1c3cc(Cl)ccc3OC[C@@H]1[C@@H]2c1ccccc1 | -3% | 10% | nt | -9% | nt | nt | nt | -22% | nt | nt
CN=c1scc(-c2ccccc2F)n1/N=C(\C)c1cccnc1 | ? | 1% | 7% | ? | -64% | ? | 1.8µM* | -10% | 1.4µM* | 7.6µM*
CCN(C(=O)COC(=O)C1CC1C)c1c(N)n(Cc2ccccc2)c(=O)[nH]c1=O (stereo unspecified) | -2% | 4% | nt | -14% | nt | nt | 0% | 14% | 0% | -1%
COc1ccc(C(=O)NC(=S)NNC(=O)c2c(-c3ccccc3)noc2C)cc1OC | 0% | 7% | -5% | -16% | 14µM* | 4µM* | -3% | 4% | -7% | 2%
CC12CCC(=O)N1C(C(=O)N1CCN(S(=O)(=O)c3ccc(Br)cc3Cl)CC1)CS2 (stereo unspecified) | -4% | -6% | nt | 1% | nt | nt | 3% | 1% | 1% | 5%
COc1cccc(-c2nc(-c3ccc(NC(=O)c4cccnc4)cc3)no2)c1 | 13% | 22% | 5% | 18% | 5% | -5% | 30% | 6% | ? | ?

Part of the list above, with values under each structure.
Order of results: ELG1 genotox, p53 reactivator, MBNL1-CUG inh, BRCA1 expr act, Gal4-VP16 FLuc, RORg inh, Rab9 prom act, uPA generation, NPC1 promoter act, FLuc counter
CCOC(=O)C1CCN(C(=O)N2CCOCC2)CC1
    -1%, -2%, -3%, -13%, -8%, 0%, -2%, 4%, 0%, 4%
CC(CC(=O)NNC(=O)c1ccncc1)c1ccccc1 (stereo unspecified)
    0%, 5%, nt, -2%, nt, nt, 6%, 7%, 0%, -1%
